L3MBTL1 block: qHTS Assay for the Inhibitors of L3MBTL1. Lethal(3)malignant brain tumor-like protein 1 (Homo sapiens), Q9Y468. AlphaScreen L3MBTL1–H3K9me1 peptide binding. Potency, µM (titrated, usually from 57.1 µM), for inactives: at the highest dose activity, negative = inhibition, most hits filed as inhibitors. 230,000 tested, 0.66% active. AID 485360, 2010; further: potency means the concentration at half of the fitted maximal effect; on the % scale 0 is the no-effect control and ±100 the full control effect; nearly all actives have a fitted effect of over 60% in size
Target sequence (Q9Y468 whole entry, looked up): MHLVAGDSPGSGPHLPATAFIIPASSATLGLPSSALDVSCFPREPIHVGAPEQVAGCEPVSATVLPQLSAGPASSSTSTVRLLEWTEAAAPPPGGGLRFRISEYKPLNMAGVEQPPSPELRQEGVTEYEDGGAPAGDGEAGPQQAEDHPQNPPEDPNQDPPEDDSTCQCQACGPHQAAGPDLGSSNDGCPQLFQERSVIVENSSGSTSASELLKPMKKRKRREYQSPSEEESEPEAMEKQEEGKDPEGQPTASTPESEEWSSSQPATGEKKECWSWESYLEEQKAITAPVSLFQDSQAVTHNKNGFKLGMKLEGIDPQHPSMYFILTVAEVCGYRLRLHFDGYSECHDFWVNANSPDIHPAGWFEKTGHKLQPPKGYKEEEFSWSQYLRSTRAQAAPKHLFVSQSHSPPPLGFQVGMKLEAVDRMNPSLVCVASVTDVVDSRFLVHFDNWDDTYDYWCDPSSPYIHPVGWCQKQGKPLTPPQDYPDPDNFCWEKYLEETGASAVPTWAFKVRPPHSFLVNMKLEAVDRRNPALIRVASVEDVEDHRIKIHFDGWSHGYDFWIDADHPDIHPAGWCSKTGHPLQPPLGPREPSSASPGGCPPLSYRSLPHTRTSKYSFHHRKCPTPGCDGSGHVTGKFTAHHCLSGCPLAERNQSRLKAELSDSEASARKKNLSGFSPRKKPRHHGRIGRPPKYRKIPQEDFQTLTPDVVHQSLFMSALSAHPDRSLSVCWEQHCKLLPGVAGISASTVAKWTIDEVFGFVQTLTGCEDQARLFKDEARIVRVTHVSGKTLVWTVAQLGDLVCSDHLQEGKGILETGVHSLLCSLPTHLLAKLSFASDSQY
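L3MBTL1 50 nM + b-AHA-H3(1-15)K9me1 75 nM, 30 min RT; compound added, 30 min RT; streptavidin donor/Ni-chelate acceptor beads 10 ug/mL each final, 30 min RT dark; AlphaScreen read.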
NPSR antagonist: qHTS Assay for Antagonists of the Neuropeptide S Receptor: cAMP Signal Transduction; Q6W5P4; CHO-NPSR cells, cAMP TR-FRET, antagonist mode; Potency, µM (doses to about 38.3 µM), without a hit: at the top dose activity change, negative = inhibition, most hits filed as inhibitors; 220,000 tested, 1% active; AID 1461, 2008; further: potency means the concentration at half of the fitted maximal effect; on the % scale 0 is the no-effect control and ±100 the full control effect; nearly all actives have a fitted effect of over 50% in size; many of its hits are not listed in these tables
IMPase Li cell: qHTS Assay for Identifying the Cell-Membrane Permeable IMPase Inhibitors: Potentiation with Lithium; CHO-M1 cells, IP1 TR-FRET (IP-One), carbachol + lithium; Potency, µM (doses to about 59.4 µM), for inactives: top-dose activity, negative = IMPase inhibition, actives largely listed as inhibitors; 210,000 tested, 0.35% active;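 further: IP1 builds up when IMPase is blocked and the TR-FRET signal falls; potency means the concentration at half of the fitted maximal effect; plate controls were basal vehicle for no effect and high inhibitor control for full effect; nearly all actives have a fitted effect of over 50% in size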
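Readout is a homogeneous TR-FRET IP1 immunoassay (Ex 320, Em 665 and 620), where raised cytosolic IP1 lowers signal. Cells were CHO-M1 treated 30 min at 37C with test compounds plus a little lithium; AC50 values came from Hill-equation fitting.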
KinaseGlo FLuc: Counterscreen for Luciferase (Kinase-Glo TM) Inhibition. Luciferin 4-monooxygenase (Photuris pensylvanica), Q27757. Potency, µM (highest dose often 38.3 µM), inactives show top-dose activity change, negative = inhibition, most hits filed as inhibitors. 200,000 tested, 0.28% active. Kinase-Glo luciferase, ATP luminescence, 8 min; further: potency means the concentration at half of the fitted maximal effect; on the % scale 0 is the no-effect control and ±100 the full control effect; nearly all actives have a fitted effect of over 60% in size
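Substrate mix (final 50 mM imidazole pH 7.2, 50 mM KCl, 7 mM MgCl2, 10 uM ATP, 0.01% Tween 20, 0.05% BSA) plus pin-tool compound, then Kinase-Glo detection mix; 8 min ambient, luminescence read.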
HttQ103 aggreg: qHTS Multiplex Assay to Identify Dual Action Probes in a Cell Model of Huntington: Aggregate Formation (GFP); 220,000 tested, 1.1% active; Potency, µM (titrated, usually from 46.1 µM), without a hit: at the highest dose activity change, negative = inhibition, usual class: inhibitors; PC12 HttQ103-GFP aggregates, Acumen cytometry, 40 h; further: potency means the concentration at half of the fitted maximal effect; on the % scale 0 is the no-effect control and ±100 the full control effect; nearly all actives have a fitted effect of over 60% in size
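Steps: seed 1500 PC12 HTTQ103-GFP cells/well; add tebufenozide, 100 nM final; add compound titration; add ATPLite reagent; quantify GFP aggregates by laser scanning cytometry.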
CBFb-RUNX1 inh: qHTS Assay for Compounds Blocking the Interaction Between CBF-beta and RUNX1 for the Treatment of Acute Myeloid Leukemia. AlphaScreen CBFb-His/RUNX1-biotin binding, biochemical. 230,000 tested, under 10 active. Potency, µM (series often up to 59.8 µM), for inactives: top-dose activity, negative = inhibition, usual class: inhibitors. Runt-related transcription factor 1 (Homo sapiens) + Core-binding factor subunit beta …. AID 1477, 2009; further: % of control where 0% means no effect
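Bead-based AlphaScreen assay; binding partners His-tagged CBF-beta and biotinylated RUNX1 at 30 nM each. Compound exposure 15 min after a 20-min protein preincubation; bead step 90 min; all steps at room temperature.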
Epigenetic reg: Quantitative High-Throughput Screen for Regulators of Epigenetic Control | murine LDR cells, GFP reporter derepression, 30 h | Potency, µM (titrated, usually from 53.9 µM), without a hit: top-dose GFP activation, usual class: activators | 280,000 tested, 0.2% active | AID 1865, 2009; further: potency means the concentration at half of the fitted maximal effect; % of control where 0% means no effect; nearly all actives have a fitted effect of over 60% in size
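Murine LDR cells bearing a silenced CMV-driven GFP reporter were exposed to compound for 30 h at 37 C. After PBS washes, GFP-positive cells (20-120 um objects) counted by laser-scanning microplate cytometry.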
The depositor's hits bear a star; ? = inconclusive; . = not tested or not shown; & = joins results of further samples; [ ] = dose if it differs, or a comment. The call rests on the fitted dose curve; in most records, active means well fitted curve in the direction sought with a large enough effect; inconclusive means small, poorly fitted or top-dose-only effect, or another doubt; inactive means no such curve, though single readings can be large; an effect the other way counts as inactive or inconclusive. Only part of the results is shown; count on the stated rates, not on these rows.

no.	Molecule	L3MBTL1 block	NPSR antagonist	IMPase Li cell	KinaseGlo FLuc	HttQ103 aggreg	CBFb-RUNX1 inh	Epigenetic reg
1	COC(=O)c1cnc(SCc2ccc([N+](=O)[O-])cc2)n1C	4%	5%	.	.	-10%[9.22 µM]	1%	1.1%
2	Cc1cc(=O)[nH]c(N/N=C/c2c(C)nn(-c3ccc(F)cc3)c2Cl)n1	9%	0%	14%	-2%	-18%	8%	-0.6%
3	O=C(CSc1ccc(-c2ccc(F)cc2)nn1)NCCc1ccccc1	5%	3%	-5%	2%	17%	?	1.9%
4	Cc1onc(-c2ccccc2Cl)c1C(=O)N1CCN(c2nc3ccccc3s2)CC1	-6%	-4%[46.1 µM]	3%[38.3 µM]	-4%	-21%	-8%	3.9%
5	COc1ccc(CC(=O)Nc2ccc3c(c2)CCC3)cc1S(=O)(=O)N1CCOCC1	-4%	-15%[46.1 µM]	3%[38.3 µM]	1%	?	-1%	-0.7%
6	C#CCOCCOCCOCCNc1nc(N2CCN(C(=O)[C@H](CCC(=O)O)n3cc(C(N)CO)nn3)CC2)nc(N2CCN(C(=O)[C@H](CCCCN)n3cc(C(N)CC(C)C)nn3)CC2)n1 (some centres not stated)	.	17%	.	.	5%[9.22 µM]	-17%	-1.6%
7	CCOC(=O)c1oc2c(C)c(O)ccc2c(=O)c1-c1nncn1-c1ccccc1	6%	-7%[46.1 µM]	4%[38.3 µM]	3%	3%	7%	1.6%
8	CCCOc1ccccc1C1NC(=O)NC(C)=C1C(=O)OCc1ccccc1 (configuration not stated)	-20%	3%[46.1 µM]	29%	2%	10%	-12%	-1.0%
9	CCn1c(SC(C)C)nnc1-c1cc(-c2ccccc2)sc1N	57%[activator]	-17%[46.1 µM]	17%	0%	?	-20%	-1.0%
10	O=C(Nc1ccc(F)cc1)c1cccc2c1C(=O)N(Cc1ccccn1)C2	1%	-14%[46.1 µM]	16%[38.3 µM]	2%	1%	15%	1.4%
11	COc1ccc(N2C(=O)C(Cl)=C(N3CCCC3)C2=O)cc1	-8%	-24%[46.1 µM]	-3%[38.3 µM]	-4%	10%	-3%	-0.2%
12	O=C(O)c1ccc(NC(=S)N2CCCCC2)cc1	5%	2%	0%	-1%	23%[9.22 µM]	2%	0.0%
13	CC1(C(=O)Nc2nnc(SCc3ccccc3)s2)Cc2ccccc2C(=O)O1 (configuration not stated)	.	-5%[46.1 µM]	30%[38.3 µM]	4%	9%	6%	-0.7%
14	Cc1c(Cc2ccccc2)c(=O)oc2cc(OCC(N)=O)ccc12	-1%	-5%	-7%	2%	6%	4%	-1.6%
15	NC(=O)c1ccc(NCCc2ccccc2)c([N+](=O)[O-])c1	-7%[2.29 µM]	-17%	4%	-1%	7%	11%	0.0%
16	CC(Oc1ccc2oc3ccccc3c2c1)C(=O)NC12CC3CC(CC(C3)C1)C2 (configuration not stated)	10%	-24%[46.1 µM]	.	.	-12%	0%	8.6%
17	O=C1CCCN1CN(C(=O)c1ccccc1)c1ccccc1	-5%	6%	9%	-2%	21%	5%	3.4%
18	O=C(O)CSc1ncnc2nc[nH]c12	.	3%[46.1 µM]	13%[38.3 µM]	-2%	-1%	5%	0.1%
19	COc1ccc(NS(=O)(=O)c2cn(C)c(=O)n(C)c2=O)cc1	.	2%	.	.	-31%[9.22 µM]	9%	0.1%
20	COc1ccc2oc(-c3ccc(C)c(NC(=O)CSc4ccc(Cl)cc4)c3)nc2c1	10%	-16%[46.1 µM]	-12%[38.3 µM]	6%	14%	3%	-0.2%&-1.2%
21	CCCCC1C2C(=O)N(c3ccccc3)C(=O)C2ON1c1ccccc1 (configuration not stated)	4%	-11%	.	.	5%[9.22 µM]	6%	1.1%
22	O=S(=O)(CCc1ccccc1)c1nc2ccccc2s1	.	.	21%	-1%	.	-4%	-1.1%
23	CC(C)Cc1nnc(NC(=O)Nc2ccccc2)s1	5%	-12%	-1%	-1%	4%[9.22 µM]	3%	1.0%
24	O=C(NCC(=O)N(c1ccccc1)C(C(=O)NCC1CCCO1)c1ccccc1)c1ccco1 (configuration not stated)	6%	-11%[46.1 µM]	0%[38.3 µM]	-1%	13%[9.22 µM]	2%	-1.2%
25	CC(CNS(=O)(=O)c1ccccc1)Sc1nncn1C (configuration not stated)	8%	5%	.	.	-8%[9.22 µM]	4%	0.1%
26	N#Cc1nc(-c2ccccc2F)oc1NCc1ccccc1	.	-19%[46.1 µM]	?	-3%	-27%	-19%	-1.7%
27	Cc1cc(C)cc(NC(=O)CN2CCN(CCN=CC3=C(O)CC(c4ccc(Cl)cc4)CC3=O)CC2)c1 (configuration not stated)	-15%	-21%	16%	2%	13%[9.22 µM]	-8%	-3.2%
28	CCc1ccc2c(CN3CCc4cc(OC)c(OC)cc4C3)cc(=O)oc2c1	-11%	-9%	5%	2%	-3%	-25%	-3.2%
29	Cc1ccc(N/N=C(\C#N)C(=O)c2ccsc2)cc1	-4%	6%	.	.	-7%[9.22 µM]	-19%	1.6%
30	CCC(=O)N(CC)c1nc(-c2ccc(OC)cc2)cs1	12%	-8%[46.1 µM]	8%[38.3 µM]	1%	-29%	10%	-1.0%
31	O=C(CCc1nnc(COc2ccccc2)o1)NCc1ccccc1	-3%	-20%	-6%	-4%	-11%[9.22 µM]	1%	1.1%
32	CCc1ccccc1NC(=O)N1CCC(NC(=O)C(Cc2ccccc2)NC(C)=O)CC1 (configuration not stated)	11%	-11%	6%	-3%	-16%[9.22 µM]	5%	0.0%
33	O=S(=O)(/C=C/c1ccccc1)Nc1ccc(F)cc1	4%	-9%	12%	0%	-1%	7%	-1.5%
34	CN(C)/N=C/c1ccc(Sc2ccccc2[N+](=O)[O-])o1	?	-13%	18%	2%	-8%	?	6.0%
35	O=C(Nc1cccc(NC(=O)c2ccc(Br)o2)n1)c1ccc(Br)o1	-3%	1%[46.1 µM]	-17%[38.3 µM]	-4%	5%	-24%	0.0%
36	O=C(COC(=O)/C=C/c1ccc(S(=O)(=O)N2CCOCC2)cc1)NCc1ccccc1	6%	-2%	5%	-2%	7%	1%	0.0%
37	CC1CCN(CCOCCOc2ccccc2-c2ccccc2)CC1	0%	9%	5%	0%	-8%	-17%	-2.9%
38	Cc1ccc(N2CC(=O)Nc3c(sc4nc(C)cc(C)c34)C2=O)cc1	4%	16%	.	.	0%[9.22 µM]	-4%	-2.4%
39	COc1ccc(-n2c(C)nc3cc(C(=O)NCCN4CCOCC4)ccc32)cc1	.	-10%[46.1 µM]	14%[38.3 µM]	-4%	-6%	-2%	-1.8%
40	Cc1ccccc1Nc1nc(N)nc(COC(=O)c2cccn2C)n1	-17%	-7%[46.1 µM]	-3%[38.3 µM]	-3%	16%	-18%	-1.9%
41	CC(C)CCn1c(O)c(N=Nc2ccccn2)c2ccccc21	-6%	-26%	11%	-2%	0%	5%	0.0%
42	COc1ccccc1NC(=O)Nc1cnccn1	4%	11%	1%	-4%	1%	2%	1.1%
43	COCC(C)n1c(SCC(=O)NC(=O)Nc2ccc3c(c2)OCCO3)nc2ccccc2c1=O (configuration not stated)	-10%	-29%[46.1 µM]	4%	-1%	22%	-4%	0.0%
44	COC(=O)c1cccc(NC(=O)CCNC(=O)c2ccc([N+](=O)[O-])cc2)c1	3%	7%	5%	2%	0%	-2%	0.0%
45	CCC(C)[C@H](N)c1nnc(SCc2cccc(F)c2)o1 (some centres not stated)	5%	-8%[7.67 µM]	2%[38.3 µM]	1%	0%	3%	0.2%
46	Cc1[nH]n(-c2ncc(-c3ccc(Cl)cc3)s2)c(=O)c1C(c1ccc(Cl)cc1)C(C#N)C#N (configuration not stated)	-1%	-26%[46.1 µM]	2%	-1%	?	?	0.0%
47	CCOc1ccc(C2C(C#N)=C(N)Oc3cc(C)n(Cc4ccco4)c(=O)c32)cc1OC (configuration not stated)	.	-12%[46.1 µM]	8%[38.3 µM]	5%	15%	7%	2.4%
48	CSc1nnc(-c2ccccc2Cl)o1	.	-6%[46.1 µM]	17%[38.3 µM]	0%	-2%	8%	-7.1%
49	CCOc1cc(N2CCOCC2)c(OCC)cc1NC(=O)c1nc2nccc(C)n2n1	-2%	7%[46.1 µM]	1%[38.3 µM]	7%	9%	3%	-0.7%
50	CCN(CC)S(=O)(=O)c1cccc(S(=O)(=O)N2CCCCC2)c1	.	-26%[46.1 µM]	59%[activator][38.3 µM]	0%	-27%	-1%	4.0%
51	Cc1cccc(C(=O)NNC(=O)c2ccccc2C)c1	20%	10%	0%	-1%	.	0%	0.0%
52	COC(=O)c1ccc(CSc2nnc(-c3ccc4c(c3)OCO4)n2-c2ccccc2)o1	-3%	10%	12%	2%	28%	-4%	0.0%

A section from further up, as a working copy:
no.	Molecule	L3MBTL1 block	NPSR antagonist	IMPase Li cell	KinaseGlo FLuc	HttQ103 aggreg	CBFb-RUNX1 inh	Epigenetic reg
26	N#Cc1nc(-c2ccccc2F)oc1NCc1ccccc1	.	-19%[46.1 µM]	?	-3%	-27%	-19%	-1.7%
27	Cc1cc(C)cc(NC(=O)CN2CCN(CCN=CC3=C(O)CC(c4ccc(Cl)cc4)CC3=O)CC2)c1 (configuration not stated)	-15%	-21%	16%	2%	13%[9.22 µM]	-8%	-3.2%

Some entries already given, limited to L3MBTL1 block.
entry	mol	L3MBTL1 block
52	COC(=O)c1ccc(CSc2nnc(-c3ccc4c(c3)OCO4)n2-c2ccccc2)o1	-3%
35	O=C(Nc1cccc(NC(=O)c2ccc(Br)o2)n1)c1ccc(Br)o1	-3%
45	CCC(C)[C@H](N)c1nnc(SCc2cccc(F)c2)o1 (some centres not stated)	5%
40	Cc1ccccc1Nc1nc(N)nc(COC(=O)c2cccn2C)n1	-17%

Assay outcomes as filed in PubChem BioAssay.
